Bioassay records: PubChem BioAssay, several laboratories
RAM network inh = inhibitors of the yeast RAM network; 190,000 compounds, 1.8% hits; S. cerevisiae dse1pr::URA3 reporter, 5-FOA growth OD615, 2 d; analog-sensitive cbk1-as2 kinase mutant strain; AID 868; inhibition, % at 50 µM;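 active means inhibition above a set limit, 3 SD over mean compound inhibition, cut at about 8.4% in these data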;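 further: 0% = DMSO-only wells with no growth and 100% = 10 µM 1-NA-PP1 full growth; inhibition rescues growth on 5-FOA so higher OD means more RAM inhibition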
STAT1 act = activators of IFN-gamma induced STAT1 signaling. AID 932. 200,000 compounds, 2.6% hits. NIH 3T3 STAT1-luciferase reporter, luminescence; 100% = IFN-gamma alone, no compound. activation (% of control), % at 5.5 µM;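 active means activation above the screen-wide mean activation plus 3 SD, cut at about 130% in these data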;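 further: raw ratio to IFN-gamma control signal so 100% means no change and 0% no light; values of inactives mirror those of a sister screen read the other way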
FLuc inh counter = Photinus pyralis luciferase inhibition counter-screen. P08659. ATPLite firefly luciferase biochemical luminescence, 10 min. inhibition, % at 10 µM. 200,000 compounds, 1.5% hits. AID 1006;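 active means inhibition above about 50% when tested at 10 µM, limit read from the data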
Target sequence (P08659 whole entry, looked up): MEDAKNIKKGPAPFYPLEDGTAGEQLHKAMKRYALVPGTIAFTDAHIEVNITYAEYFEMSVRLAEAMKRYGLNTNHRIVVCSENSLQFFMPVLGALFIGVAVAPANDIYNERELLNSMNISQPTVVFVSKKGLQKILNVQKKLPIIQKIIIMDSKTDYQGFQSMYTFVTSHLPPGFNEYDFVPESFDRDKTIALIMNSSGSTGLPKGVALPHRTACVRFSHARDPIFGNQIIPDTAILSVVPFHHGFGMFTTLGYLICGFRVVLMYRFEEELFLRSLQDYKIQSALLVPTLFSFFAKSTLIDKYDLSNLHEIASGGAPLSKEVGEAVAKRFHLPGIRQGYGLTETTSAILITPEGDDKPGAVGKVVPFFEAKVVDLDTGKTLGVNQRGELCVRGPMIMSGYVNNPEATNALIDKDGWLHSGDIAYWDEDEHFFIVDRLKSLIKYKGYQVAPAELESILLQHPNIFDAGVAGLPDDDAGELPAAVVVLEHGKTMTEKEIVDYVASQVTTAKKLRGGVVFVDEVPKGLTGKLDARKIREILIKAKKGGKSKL
STAT1 inh = inhibitors of IFN-gamma induced STAT1 signaling; 200,000 compounds, 0.35% hits; AID 920; NIH 3T3 STAT1-luciferase reporter, luminescence; inhibition, % at 5.5 µM;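 active means inhibition above a set limit, the mean inhibition across all tested compounds plus 3 SD, cut at about 34% in these data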;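 further: 0% = IFN-gamma with DMSO and 100% = IFN-gamma with 300 µM nifuroxazide; values of inactives mirror those of a sister screen read the other way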
APP 5UTR inh = APP translation inhibition; SH-SY5Y APP 5'UTR-luciferase reporter, luminescence; inhibition, % at 2 µM; 190,000 compounds, 0.82% hits; AID 1285;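 active means inhibition above a set limit, derived from the sample mean plus 3 SD, cut at about 45% in these data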; further: values of inactives mirror those of a sister screen read the other way
STAT3 blocker = STAT3 signaling inhibition | 190,000 compounds, 0.89% hits | U3A cells, IL-6 STAT3-luciferase reporter, luminescence; host cell line lacks STAT1 | inhibition, % at 5.5 µM;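 active means inhibition above the mean inhibition across all screened compounds plus 3 SD, cut at about 44% in these data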;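 further: 0% = DMSO only wells and 100% = 100 µM nifuroxazide control wells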
Hsp70 activator = Hsp70 transcriptional activation, primary screen. HeLa Hsp70 promoter luciferase reporter, luminescence; scaled: vehicle 0, proteasome-inhibitor control 100%. activation, % at 10 µM. 200,000 compounds, 0.04% hits;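 active means activation above the mean across all tested compounds plus 3 SD, cutoff set per campaign, cut at about 5.5% in these data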;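 further: 100% = MG132 at 30 µM as the positive control and 0% = DMSO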
APP 5'UTR act = APP 5'UTR luciferase reporter activation. SH-SY5Y APP 5'UTR luciferase reporter, luminescence; zero percent = DMSO vehicle wells. activation, % at 2 µM. 190,000 compounds, 1% hits. AID 1276;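 active means activation above a set limit, based on mean plus 3 SD of controls, cut at about 140% in these data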; further: values of inactives mirror those of a sister screen read the other way
STAT3 activator = STAT3 signaling activation | U3A cells, IL-6 STAT3-luciferase reporter, luminescence; 100% = signal with IL-6 EC80 alone | activation (% of control), % at 5.6 µM | 190,000 compounds, 0.91% hits | AID 871;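 active means activation above the screen-wide mean of compound activation plus 3 SD, cut at about 130% in these data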;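 further: 0% = background luminescence of wells with medium and substrate only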
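Material: STAT1-lacking human U3A cells, STAT3 luciferase reporter | Benchmarks: IL-6-only wells as 100% reference | Probe or stimulus: IL-6 (33 ng/mL) | Timing: Compound 1 h, then IL-6 6 h at 37 °C | Detection: Luminescence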
NF-kB expr up = compounds increasing NF-kB expression in human neuronal cells | NF-kB reporter expression; active compounds read high | fold change at 12.5 µM | 190,000 compounds, 1.6% hits; in the data active means fold change above about 3.3
* marks the source's active call; other numbers are inactive results; . = not tested or not shown.

structure | STAT1 act | NF-kB expr up | Hsp70 activator | FLuc inh counter | RAM network inh | STAT1 inh | STAT3 activator | STAT3 blocker | APP 5UTR inh | APP 5'UTR act
Cc1ccc(S(=O)(=O)Nc2cc(S(=O)(=O)N3CCCCC3)ccc2N2CCOCC2)cc1 | 92 | 1.1 | -0.3 | -6 | 2.8 | 8 | 111 | -5 | -16 | 15
CCC(C)(C)NC(=O)c1ccc(S(=O)(=O)N2CCCCCC2)cc1 | 93 | 1 | 0.2 | -4 | 0.0 | 8 | 99 | 10 | -30 | 30
O=c1oc2ccccc2c(NCc2ccccc2)c1[N+](=O)[O-] | 91 | 1.1 | -0.3 | -2 | -0.7 | 10 | 95 | 6 | 3 | -3
Fc1ccc(/C=C2\CCCC3=C2NC(=S)NC3c2ccc(F)cc2)cc1 (configuration not stated) | 96 | 1.1 | -0.2 | -1 | 2.0 | 4 | 100 | -2 | -10 | 10
CC1CCc2cc(F)ccc2N1C(=O)CSc1nnc2c3ccccc3n(C)c2n1 (configuration not stated) | 101 | 1.2 | -0.4 | -3 | 6.3 | -1 | 90 | 20 | -22 | 22
O=C(COc1ccc(S(=O)(=O)NC2CCCCC2)cc1Cl)NCC1CCCO1 (configuration not stated) | 103 | 0.63 | -0.4 | -2 | -0.8 | -4 | 99 | 5 | 6 | -6
O=C(c1ccc(F)cc1)C1CCN(C(=O)Nc2ccc(F)cc2)CC1 | 102 | 1.2 | 0.2 | -3 | 2.8 | -2 | 90 | 16 | 1 | -1
O=C(NCCCN1CCOCC1)c1ccc(Sc2cccc(Cl)c2)c([N+](=O)[O-])c1 | 107 | 1.1 | -0.2 | -8 | 1.3 | -8 | 100 | 0 | 1 | -1
C=CCSc1nc2c(c(=O)n(C)c(=O)n2C)n1CC | 94 | 0.91 | -0.4 | -5 | 1.8 | 6 | 102 | 4 | 9 | -9
Cc1cc(C)c(C#N)c(Nc2ccc3c(c2)OCCO3)n1 | 100 | 1.2 | -0.2 | -3 | 0.3 | 0 | 96 | 13 | -12 | 12
O=C(O)/C=C/C(=O)NCCNc1ncc(C(F)(F)F)cc1Cl | 89 | 1.4 | -0.3 | -7 | 0.5 | 11 | 106 | -4 | -3 | 3
Cc1ccc(NC(=O)N2CCC(C(=O)NCCC3=CCCCC3)CC2)cc1 | 100 | 0.92 | 0.6 | -2 | 4.5 | 0 | 98 | 7 | 14 | -14
O=C(NCCCn1ccnc1)C(=O)NCC(c1ccco1)N1CCN(c2ccccc2)CC1 (configuration not stated) | 100 | 1.3 | -0.2 | -5 | 0.6 | 0 | 107 | -4 | -7 | 7
O=C(CCN1C(=O)COc2ccccc21)NCc1ccco1 | 96 | 1.2 | -0.3 | -7 | 1.0 | 3 | 98 | 6 | 4 | -4
CN1CCCN(Cc2nc(-c3ccc(Cl)cc3)no2)CC1 | 100 | 1.4 | 0.2 | -4 | 1.6 | -2 | 97 | 8 | -14 | 14
O=C(COc1cccc(Cl)c1Cl)Nc1ccc2c(c1)CCC2 | 103 | 1.2 | -0.3 | -11 | 5.9 | -4 | 99 | -3 | -1 | 1
O=C(COC(=O)Cc1ccc(-c2ccccc2)cc1)NCc1ccccc1 | 97 | 1.2 | -0.3 | 0 | 2.4 | 3 | 76 | 30 | 10 | -11
O=C(O)CSCc1nc2scc(-c3ccccc3)c2c(=O)[nH]1 | 87 | 1.1 | -0.2 | -9 | 1.4 | 12 | 96 | 15 | -2 | 3
COc1ccc(C2CC(c3cccs3)=NN2C(=O)c2ccc(Br)o2)cc1 (configuration not stated) | 98 | 0.94 | -0.3 | -1 | 1.9 | 3 | 101 | 8 | -16 | 16
C=CCc1ccc(OCCN2CCc3ccccc3C2)c(OC)c1 | 99 | 1.3 | 0.8 | 3 | 0.0 | -2 | 103 | 1 | 5 | -5
C/C(CC(=O)Nc1cc(C)cc(C)c1)=N\NC(=O)c1ccccn1 | 111 | 1.3 | 0.1 | -6 | -1.2 | -11 | 91 | 9 | -107 | 107
Cc1cc(NC(=O)C2CC2)ncc1NC(=O)C12CC3CC(CC(C3)C1)C2 | 105 | 1.1 | 0.1 | -7 | 0.1 | -6 | 99 | 6 | 5 | -5
Cc1nc(-c2ccccc2)sc1-c1nc(-c2ccccc2)ncc1S(=O)(=O)c1ccccc1 | 99 | 0.82 | -0.2 | -3 | 3.8 | 2 | 105 | 2 | -13 | 13
Cc1ccc(NC(=S)NCCc2ccc(S(N)(=O)=O)cc2)c(C)c1 | 104 | . | -0.3 | . | . | -4 | 110 | -6 | -4 | 4
COc1ccccc1NC(=O)c1ccc(-c2ccccc2F)o1 | 116 | 1.6 | 0.0 | 7 | 4.1 | -15 | 116 | -18 | -25 | 25
C=C(C)c1cccc(C(C)(C)NC(=O)N2CCCC(C(N)=O)C2)c1 (configuration not stated) | 100 | 1.1 | -0.2 | -2 | 0.3 | 0 | 98 | 4 | 3 | -3
Cn1c(=O)oc2cc(S(=O)(=O)N3CCCc4ccccc43)ccc21 | 99 | 1 | -0.4 | -4 | -0.2 | 1 | 92 | 14 | 38 | -37
Cn1c(-c2ccc(C=O)s2)nc2ccccc21 | 116 | 2.3 | 0.0 | 22 | 3.2 | -17 | 99 | 4 | -40 | 40
CCn1c(SCC(=O)N(C(C)C)C(C)C)nnc1-c1cc2ccccc2cc1O | 84 | 0.82 | -0.2 | -2 | 1.2 | 18 | 91 | 19 | 18 | -18
O=C(CSc1ncnc2sccc12)Nc1ccccc1 | 102 | 1.1 | -0.3 | -5 | 6.1 | -3 | 86 | 18 | -6 | 6

Another view of 3 compounds above:
C/C(CC(=O)Nc1cc(C)cc(C)c1)=N\NC(=O)c1ccccn1
- STAT1 act: 111
- NF-kB expr up: 1.3
- Hsp70 activator: 0.1
- FLuc inh counter: -6
- RAM network inh: -1.2
- STAT1 inh: -11
- STAT3 activator: 91
- STAT3 blocker: 9
- APP 5UTR inh: -107
- APP 5'UTR act: 107
O=C(c1ccc(F)cc1)C1CCN(C(=O)Nc2ccc(F)cc2)CC1
- STAT1 act: 102
- NF-kB expr up: 1.2
- Hsp70 activator: 0.2
- FLuc inh counter: -3
- RAM network inh: 2.8
- STAT1 inh: -2
- STAT3 activator: 90
- STAT3 blocker: 16
- APP 5UTR inh: 1
- APP 5'UTR act: -1
Cn1c(=O)oc2cc(S(=O)(=O)N3CCCc4ccccc43)ccc21
- STAT1 act: 99
- NF-kB expr up: 1
- Hsp70 activator: -0.4
- FLuc inh counter: -4
- RAM network inh: -0.2
- STAT1 inh: 1
- STAT3 activator: 92
- STAT3 blocker: 14
- APP 5UTR inh: 38
- APP 5'UTR act: -37

Looked up above.
CC1CCc2cc(F)ccc2N1C(=O)CSc1nnc2c3ccccc3n(C)c2n1 (configuration not stated) in APP 5'UTR act reads 22
Cc1cc(NC(=O)C2CC2)ncc1NC(=O)C12CC3CC(CC(C3)C1)C2 in RAM network inh reads 0.1
C/C(CC(=O)Nc1cc(C)cc(C)c1)=N\NC(=O)c1ccccn1 in APP 5'UTR act reads 107
C=C(C)c1cccc(C(C)(C)NC(=O)N2CCCC(C(N)=O)C2)c1 (configuration not stated) in FLuc inh counter reads -2

Carrying on.
structure | STAT1 act | NF-kB expr up | Hsp70 activator | FLuc inh counter | RAM network inh | STAT1 inh | STAT3 activator | STAT3 blocker | APP 5UTR inh | APP 5'UTR act
O=C(NCC(=O)N(Cc1ccccc1)C(C(=O)NC1CCCC1)c1cccnc1)c1ccco1 (configuration not stated) | 100 | 1 | -0.2 | -12 | 0.5 | 0 | 101 | 0 | 14 | -14
COc1ccc(CNC(=O)CN(C2CCCCC2)S(C)(=O)=O)cc1 | 90 | 1.1 | -0.1 | -3 | -0.7 | 11 | 96 | 7 | -13 | 13
COc1ccc(C(=O)C2CCCN(C(=O)C3=CCCC3)C2)cc1OC (configuration not stated) | 100 | 1 | 0.1 | -2 | 0.6 | -1 | 102 | 2 | -10 | 10
CCCCNC(=O)c1cnc2n(c1=O)CCS2 | 101 | 1.4 | 0.3 | -6 | 0.1 | -1 | 94 | 12 | -16 | 16
CCN(CCCNc1ncnc2nc[nH]c12)c1cccc(C)c1 | 92 | 0.69 | -0.3 | -5 | -0.5 | 9 | 93 | 8 | -12 | 12
CC(C)(C)c1ccc(/C=C/C(=O)Nc2ncccn2)cc1 | 138* | 3.1 | -0.2 | 49 | -1.1 | -43 | 108 | -7 | -100 | 100
NS(=O)(=O)c1cc(C(=O)NCCOc2ccccc2)c(Cl)cc1Cl | 96 | 0.66 | -0.1 | -3 | -0.5 | 5 | 97 | 6 | -14 | 13
COc1ccc(OCC2c3cc(OC)c(OC)cc3CCN2C(=O)C(C)C)cc1 (configuration not stated) | 94 | 1.2 | -0.1 | -1 | 2.1 | 6 | 101 | 6 | 21 | -21
Nn1c(Cc2ccccc2F)nnc1SCn1nnc2ccccc2c1=O | 101 | 1.1 | -0.1 | -6 | 0.5 | -1 | 105 | -3 | 1 | -1
O=C(Cn1ncc(Cl)c(Cl)c1=O)N1CCc2ccccc21 | 97 | 0.49 | 2.4 | 5 | 5.0 | 4 | 92 | 13 | 95* | -95
Cc1cc([N+](=O)[O-])ccc1NCc1cccc2ccccc12 | 98 | . | -0.2 | . | . | 3 | 94 | 17 | 12 | -12
Cc1ccc(C(=O)Oc2oc(-c3ccccc3)nc2C=Nc2ccc(N(C)C)cc2)cc1 | 149* | 1.1 | -0.1 | 32 | 3.4 | -55 | 93 | 9 | -146 | 146*
Cc1nnc(Nc2ccccn2)c2ccccc12 | 98 | 1.2 | -0.3 | 2 | 0.8 | 3 | 92 | 14 | -2 | 2
CN1CCCCC1=NCCCn1cnc2c1c(=O)n(C)c(=O)n2C | 102 | 1 | -0.5 | -2 | 1.4 | -2 | 98 | 7 | 7 | -7
COc1cc(NC(=O)CSc2nc3c(C)ccc(C)c3cc2C)c(C(=O)O)cc1OC | 101 | 1.2 | 2.7 | -6 | 8.3 | -1 | 106 | 2 | 0 | 0
Cc1cccc(NC(=O)c2ccc(N3CCCCC3)c([N+](=O)[O-])c2)n1 | 144* | 5.2* | -0.1 | 37 | -0.8 | -50 | 96 | 10 | -159 | 159*
O=C1OCc2cc(NC(=O)C3CCCO3)ccc21 (configuration not stated) | 97 | 1.1 | -0.3 | -24 | 2.3 | 3 | 111 | -8 | 3 | -3
O=C(N/N=C/c1cccc([N+](=O)[O-])c1)c1ccc(COc2ccccc2-c2ccccc2)cc1 | 94 | 0.81 | -0.3 | -5 | 5.8 | 7 | 104 | -6 | 5 | -5
O=C(CCS(=O)(=O)c1ccc(Br)cc1)Nc1ccc(Cl)cc1F | 104 | 1.2 | -0.4 | -8 | 2.8 | -4 | 100 | 1 | 20 | -20
O=C(COC(=O)c1ccc2[nH]c3c(c2c1)CCCC3)Nc1ccc(Cl)cc1Cl | 92 | 1.4 | -0.5 | 0 | 1.5 | 9 | 80 | 26 | 9 | -9
O=C(OCC(=O)N1CCCc2ccccc21)c1cccc(S(=O)(=O)N2CCc3ccccc32)c1 | 98 | 0.79 | 0.2 | -7 | 3.4 | 3 | 106 | -7 | 12 | -12
COc1ccc2c3c(c(=O)oc2c1OCC(N)=O)CCCC3 | 103 | 1.3 | -0.3 | -2 | 4.4 | -4 | 92 | 12 | 1 | -1

Rows are unselected, and some 7.7% of all compounds hit somewhere here.
